Assay outcomes deposited in PubChem BioAssay by several laboratories.
CHOP inh: inhibitors of CHOP promoter induction, primary screen, cell-based, unfolded protein response, luciferase reporter; CHO-K1 CHOP-promoter luciferase, tunicamycin-induced, 15-18 h; inhibition, % at 10 µM; actives 3.8% (n = 220,000);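 active = compounds that reduced the stress-induced luciferase reporter signal by more than about 70% of percent inhibition, limit read from the data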;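 note: 0% = tunicamycin plus vehicle and 100% = wells without tunicamycin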
S1P4 antagonist: S1P4 receptor antagonists, primary screen, cell-based; S1P4-expressing cells, antagonist mode, reporter read-out; inhibition, % at 4.98 µM; actives 0.26% (n = 220,000); AID 1510, 2009; in the data active = inhibition above about 29%;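 note: 0% = wells stimulated with agonist and 100% = vehicle wells without agonist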
Target sequence (O95977 whole entry, looked up): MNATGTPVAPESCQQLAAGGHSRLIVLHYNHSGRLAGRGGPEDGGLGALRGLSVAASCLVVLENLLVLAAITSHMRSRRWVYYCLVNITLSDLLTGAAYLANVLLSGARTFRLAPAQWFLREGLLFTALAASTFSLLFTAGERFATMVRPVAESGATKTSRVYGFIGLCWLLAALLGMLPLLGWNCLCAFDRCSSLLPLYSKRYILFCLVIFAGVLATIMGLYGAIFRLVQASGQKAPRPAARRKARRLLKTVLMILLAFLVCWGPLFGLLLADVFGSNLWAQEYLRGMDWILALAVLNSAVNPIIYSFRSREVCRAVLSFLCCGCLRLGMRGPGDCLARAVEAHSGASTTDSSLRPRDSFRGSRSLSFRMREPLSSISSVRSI
NPY-Y1 antag: NPY-Y1 receptor antagonists, primary screen, cell-based. Neuropeptide Y receptor type 1 (Homo sapiens), P25929. HEK293-CNG Y1 cells, membrane potential fluorescence; NPY at EC95, then isoproterenol. inhibition, % at 3.6 µM. actives 1% (n = 200,000). AID 1040, 2008;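 active = inhibition above the campaign mean inhibition of all tested compounds plus 3 SD, cut at about 20% in these data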;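 note: 0% = DMSO wells given NPY plus isoproterenol and 100% = isoproterenol alone without NPY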
Target sequence (P25929 whole entry, looked up): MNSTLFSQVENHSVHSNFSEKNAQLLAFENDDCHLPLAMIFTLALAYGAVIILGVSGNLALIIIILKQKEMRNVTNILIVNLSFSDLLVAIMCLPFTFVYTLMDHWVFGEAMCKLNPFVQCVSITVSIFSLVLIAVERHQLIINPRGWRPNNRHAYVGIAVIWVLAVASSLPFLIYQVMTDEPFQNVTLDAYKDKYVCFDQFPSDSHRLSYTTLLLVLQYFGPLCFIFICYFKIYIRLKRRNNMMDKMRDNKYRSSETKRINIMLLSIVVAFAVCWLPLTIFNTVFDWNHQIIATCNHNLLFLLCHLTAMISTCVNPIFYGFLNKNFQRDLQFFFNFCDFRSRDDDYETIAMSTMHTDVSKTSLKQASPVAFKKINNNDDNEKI
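Test system: HEK293 cells co-expressing NPY Y1 receptor and cyclic-nucleotide gated channel; Also added: NPY (25 nM), isoproterenol (1 µM), Ro 20-1724 (25 µM); Compound dosing: one concentration, 3.6 µM, in 0.4% DMSO; Timing: dye 3 h, compound 60 min room temperature, stimulation 45 min; Technique: Membrane-potential fluorescent dye readout.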
S1P4 ag: S1P4 receptor agonists, primary screen, cell-based; Sphingosine 1-phosphate receptor 4 (Homo sapiens), O95977; S1P4-expressing cell line, agonist reporter assay; activation, % at 4.98 µM; actives 0.35% (n = 220,000); AID 1509, 2009; in the data active = activation above about 11%;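 note: 0% = DMSO vehicle and 100% = reference agonist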
NPY-Y1 PAM-ag: NPY-Y1 receptor potentiators or agonists, primary screen, cell-based; activation, % at 3.6 µM; Neuropeptide Y receptor type 1 (Homo sapiens), P25929; NPY-Y1 expressing cells, potentiator/agonist activation; actives 0.37% (n = 220,000); in the data active = activation above about 33%, passing the limit was not always enough;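 note: cells stimulated with NPY at EC10 then isoproterenol at EC100; 0% = low agonist plus stimulus and 100% = saturating agonist plus stimulus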
BaF3 parental: parental Ba/F3 cell viability inhibition, counter-screen for JAK2V617F inhibitor project, murine pro-B, CellTiter-Glo luminescence. CellTiter-Glo ATP luminescence. inhibition, % at 5.6 µM. actives 1.1% (n = 220,000). AID 1486, 2009;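 active = inhibition above a per-campaign cutoff, the mean inhibition of all tested compounds plus 3 SD, cut at about 27% in these data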;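 note: 0% = DMSO wells and 100% = JAK Inhibitor I control wells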
NPY2 pot ag: NPY-Y2 potentiators or agonists, primary screen, cell-based. Neuropeptide Y receptor type 2 (Homo sapiens), P49146. cells expressing NPY-Y2, potentiator/agonist read-out. activation, % at 3.6 µM. actives 0.45% (n = 220,000). AID 1359, 2008; in the data active = activation above about 27%;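 note: cells stimulated with NPY near EC25 plus isoproterenol at EC100; 0% = vehicle plus submaximal agonist and 100% = vehicle plus saturating agonist; some results beyond the cut were filed as inactive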
NCF1 inh: p47phox/p22phox peptide binding inhibitors, primary screen, biochemical, uHTS, NADPH oxidase regulatory subunit; Neutrophil cytosol factor 1 (Homo sapiens), P14598; fluorescence polarization, 2 h; inhibition, % at 24.7 µM; actives 0.53% (n = 220,000); AID 1274, 2008;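 active = inhibition above about 30%, limit read from the data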;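 note: 0% = p47phox with labelled peptide and 100% = labelled peptide alone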
Ba/F3 V617F tox: reduced viability of JAK2V617F-dependent Ba/F3 cells, primary screen, JAK2V617F inhibitor project, cell-based, Ba/F3 EpoR-JAK2V617F, luminescence | ATP luminescence | inhibition, % at 5.6 µM | actives 1.1% (n = 220,000) | AID 1446, 2008;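 active = inhibition above the campaign mean plus 3 SD over all tested compounds, cut at about 24% in these data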;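 note: cytokine-independent growth of Ba/F3 cells driven by EpoR plus mutant JAK2; 0% = DMSO-treated cells and 100% = JAK inhibitor I control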
* marks the source's active call; other numbers are inactive results; · = not tested or not shown.

SMILES | CHOP inh | S1P4 antagonist | NPY-Y1 antag | S1P4 ag | NPY-Y1 PAM-ag | BaF3 parental | NPY2 pot ag | NCF1 inh | Ba/F3 V617F tox
O=C(Nc1cc(S(=O)(=O)N2CCOCC2)ccc1-n1cncn1)c1ccc(Cl)cc1 | 7 | -3 | · | 0.1 | 13 | -1 | 18 | -9 | -3
CCOC(=O)c1c(CSc2ccccc2)oc2ccc(O)cc12 | 105* | -19 | 8 | 1.2 | -2 | 4 | -2 | -15 | -2
CC(CC(=O)Nc1cc([N+](=O)[O-])ccc1Cl)c1ccccc1 (centres undefined) | 36 | -7 | 4 | 0.1 | 0 | 5 | -12 | -9 | -3
COc1ccc(CNC(=O)c2cc(SC)ccc2Cl)cc1OC | 19 | -11 | 2 | 0.8 | 11 | -1 | -1 | -10 | -1
COc1ccc(C2CC(C(F)(F)F)n3nc(C(=O)NCCN4CCOCC4)cc3N2)cc1 (centres undefined) | -4 | -4 | 1 | -0.3 | 4 | 5 | 5 | -13 | -3
CN1C2CCC1/C(=C\c1ccccc1)C(=O)/C2=C\c1ccccc1 | 30 | 2 | 5 | -0.3 | 14 | 5 | 8 | -2 | -1
Cc1ccc(-c2noc(C3CCN(C(=O)Nc4ccc(C#N)cc4)CC3)n2)o1 | 20 | -36 | 1 | -0.1 | 22 | 8 | -9 | -6 | -3
COc1ccc(N2C(=O)CC(N3CCOCC3)C2=O)cc1 (centres undefined) | 26 | 11 | 2 | 0.0 | 2 | 11 | 3 | 2 | 0
CC1CCN(C(=O)c2ccc(N3C(=O)C4CCC(C)CC4C3=O)cc2)CC1 (centres undefined) | 4 | 17 | · | -2.0 | 2 | 1 | 12 | -4 | -3
O=C1C2C3C=CC([C@@H]2C(=O)N1C1CC1)[C@H]1C(=O)N(C2CC2)C(=O)C31 (some centres undefined) | 30 | 5 | -4 | -0.5 | 12 | 0 | 4 | -14 | 0
CN(/N=C\c1ccc(O)c(O)c1)c1nc(-c2ccccc2)cc(-c2ccccc2)n1 | 103* | -18 | 0 | 0.3 | -3 | 7 | 4 | -14 | 2
COc1ccccc1-n1cnnc1SCC(=O)c1c[nH]c2ccccc12 | 24 | -8 | 3 | 0.1 | 9 | 8 | 2 | -6 | 1
Cc1ccc(C)c(NC(=O)CCC(=O)NNC(=O)c2cccs2)c1 | 6 | -9 | 5 | 0.9 | 17 | 2 | 8 | -6 | 0
CCn1c(N)[n+](CC(=O)Nc2ccc(SC(F)F)cc2)c2ccccc21 | 28 | -14 | · | 1.1 | 3 | -1 | 11 | -12 | 1
CC1SC(c2ccccc2Cl)NC1=O (centres undefined) | 15 | -1 | 3 | 0.2 | 13 | 5 | 12 | -15 | -1
O=C(CN1CCSCC1)N/N=C/c1ccc(Cl)cc1 | -4 | -7 | -5 | -1.2 | -3 | 0 | -9 | 1 | 2
COC(=O)COc1ccc(/C=C2/NC(=O)N(CC(=O)OC)C2=O)cc1 | 1 | 6 | -2 | -0.3 | 49* | 9 | 9 | -13 | 1
COc1ccc(N2CCC(CNC(=S)Nc3c(C)cc(C)cc3C)C2)cc1 (centres undefined) | 23 | 1 | · | 0.2 | -1 | 1 | -24 | -2 | 2
C=CCn1c(SCCC(=O)O)nc2c1c(=O)n(C)c(=O)n2C | 13 | -21 | 5 | -0.1 | -12 | 0 | -15 | -3 | 0
CC(C)OC(=O)CCCNc1ccc([N+](=O)[O-])cc1[N+](=O)[O-] | 21 | -12 | -2 | 2.8 | -30 | 3 | -5 | 11 | -2
Cc1cc(/C=N/NC(=O)c2cccnc2)c(C)n1CC(C)C | -11 | -11 | 2 | -1.8 | 3 | 7 | -10 | -13 | -1
O=C(c1cc(-c2ccccn2)nc2c(Cl)cccc12)N1CCN(S(=O)(=O)c2ccccc2)CC1 | -40 | -10 | 2 | 0.0 | -11 | 6 | -3 | -70 | 2
Cc1ccnc(N(C(=O)c2cccs2)C(=O)c2cccs2)c1 | 12 | 2 | 0 | -0.6 | -27 | 5 | 6 | 5 | 2
CCOC(=O)c1cc(-c2nnc(SCC(=O)Nc3ccc(F)cc3)o2)c(C)nc1C | 5 | -1 | 7 | 0.2 | 4 | 0 | 20 | -5 | 0
O=C(NCc1ccc(-c2csnn2)cc1)C1CC1 | 7 | -8 | · | 0.9 | -2 | 3 | 0 | -2 | 0
COc1ccc(NC(=O)CSCC(=O)N2c3ccccc3CCc3ccccc32)cc1 | 14 | -13 | -3 | -0.5 | 11 | 8 | 3 | -12 | 2
O=C1CCCC2=C1C(c1ccc(O)cc1)c1c(ccc3ccccc13)N2 (centres undefined) | 41 | -8 | -1 | -0.6 | 15 | 5 | -3 | 20 | -1
CCOC(=O)c1cnc2ccccc2c1NCCO | 23 | -5 | 4 | -0.7 | 16 | 3 | -6 | 2 | -5
Cc1ccc(-c2nnc3cccc(Cl)n23)cc1 | 13 | -14 | 2 | 0.6 | 2 | 1 | 5 | 7 | 0
CCOC(=O)c1ccc(NC(=O)COc2ccc(S(=O)(=O)NC(C)(C)C)cc2)cc1 | 21 | -10 | -2 | -1.3 | -12 | 1 | 1 | -8 | -5
Cc1ccc(C)n1-n1cnc2sc3c(c2c1=O)CCC3 | 19 | -8 | 11 | 0.0 | 4 | 0 | 2 | -10 | 0
Cc1cc(NC(=O)c2cnn3cccnc23)no1 | 17 | -1 | -2 | 2.1 | 0 | -2 | 13 | -12 | -2
Cc1cccc(C)c1NC(=S)N/N=C/c1ccccc1C(=O)O | -6 | 10 | · | -1.5 | -5 | -1 | -11 | -6 | -5
CC(C)(C)n1nnnc1C(c1ccc(F)cc1)N1CCN(Cc2ccc3c(c2)OCO3)CC1 (centres undefined) | 16 | -28 | 8 | -0.2 | 3 | -1 | 3 | -5 | -4
CCC(C)NC(=O)C1CCC(=O)N(c2cc(OC)c(OC)c(OC)c2)C1c1ccc(OC)cc1 (centres undefined) | -4 | -6 | 3 | 0.8 | -11 | 4 | -9 | -8 | 3
CCN1CCCC1CN(Cc1cc2ccc(C)cc2[nH]c1=O)C(=S)Nc1ccccc1OC (centres undefined) | 6 | -17 | 2 | 1.4 | -3 | 0 | 16 | -11 | -6
CS(=O)(=O)N1CCN(c2ccc(NC(=S)NC(=O)c3cccs3)cc2)CC1 | 5 | -15 | 0 | 1.9 | 16 | -1 | 10 | -30 | -3
CC(C)NC(=S)N/N=C/c1ccc2c(c1)OCCO2 | -20 | -6 | 4 | -2.9 | -24 | 10 | -11 | -15 | 6
CCOC(=O)c1ccccc1NC(=O)Cc1ccccc1OC | 23 | -8 | 0 | 0.7 | 1 | 1 | -7 | 12 | 0
Cn1c(=O)[nH]c(=O)c2c1nc1n2CCCS1 | 3 | -17 | 1 | 0.3 | 7 | 2 | 1 | -10 | -2
COc1ccc(CNC(=O)c2cc(-c3cccs3)on2)cc1 | 32 | 12 | 11 | -1.9 | -8 | 11 | -9 | -4 | -2
O=C(c1cnn2c(C(F)(F)F)cc(-c3cccs3)nc12)N1CCOCC1 | 13 | -9 | 6 | -1.2 | -1 | 1 | 4 | 0 | 3
O=C(Nc1nnc(C2CC2)s1)c1cccc(S(=O)(=O)N2CC(c3ccccc3)CC2=O)c1 (centres undefined) | 9 | -3 | -5 | -1.5 | -5 | 7 | 6 | -18 | -2
CC(C)CCNc1ncnc2c1nnn2Cc1ccccc1Cl | 79* | 0 | 6 | -0.8 | 0 | 0 | 9 | -9 | -4
O=C(Cc1cccs1)NCc1cccnc1 | -13 | 6 | 4 | -1.6 | 2 | 2 | -23 | 12 | 3
Cc1ccc(-n2c3c(c(=O)[nH]c2=O)C(NS(=O)(=O)c2ccc(C)cc2)(C(F)(F)F)C(=O)N3)cc1 (centres undefined) | 1 | 4 | -3 | -2.7 | -7 | -1 | 10 | 1 | -7
O=C(c1ccc(Cl)cc1)N1CCN(c2ccnc3cc(Cl)ccc23)CC1 | 68 | 1 | -5 | 1.2 | 4 | 5 | -16 | 1 | 4
COC(=O)CSC1=C(C#N)C(c2ccc(C)o2)CC(=O)N1 (centres undefined) | -3 | 14 | 8 | 0.9 | -4 | 43* | -23 | 3 | 7

Four compounds from above, reduced to NPY-Y1 PAM-ag, NPY2 pot ag and S1P4 ag.
molecule	NPY-Y1 PAM-ag	NPY2 pot ag	S1P4 ag
O=C(Nc1nnc(C2CC2)s1)c1cccc(S(=O)(=O)N2CC(c3ccccc3)CC2=O)c1 (centres undefined)	-5	6	-1.5
O=C(Cc1cccs1)NCc1cccnc1	2	-23	-1.6
O=C(c1ccc(Cl)cc1)N1CCN(c2ccnc3cc(Cl)ccc23)CC1	4	-16	1.2
Cn1c(=O)[nH]c(=O)c2c1nc1n2CCCS1	7	1	0.3

Other results.
SMILES | CHOP inh | S1P4 antagonist | NPY-Y1 antag | S1P4 ag | NPY-Y1 PAM-ag | BaF3 parental | NPY2 pot ag | NCF1 inh | Ba/F3 V617F tox
CN(C)c1ccnc2sc(C(N)=O)c(N)c12 | 63 | -18 | -1 | 2.7 | -4 | 1 | 6 | -4 | 3
Cc1ccc(Nc2nc(N)nc(CSc3nncn3C)n2)cc1 | -45 | -3 | -6 | 2.5 | -3 | -1 | 4 | 9 | -4
COc1cc(/C=N/Nc2ccc(Cl)cc2)ccc1OC(=O)c1cccs1 | 28 | 0 | -4 | -0.3 | -22 | 8 | -2 | -4 | 1
O=C(NNC(=S)Nc1ccc(F)cc1)C1[C@H]2CCCC[C@@H]12 (some centres undefined) | 8 | 3 | · | 1.8 | 13 | 1 | -18 | -6 | -5
CC(C)C(=O)NC(=S)Nc1ccc(S(=O)(=O)Nc2ccccc2)cc1 | 4 | -9 | -3 | 1.0 | 20 | 9 | 14 | -1 | 8
Cc1cc(OC(=O)c2ccc3ccccc3c2)c([N+](=O)[O-])c(=O)[nH]1 | -13 | -7 | 7 | 0.3 | -1 | 3 | -24 | -3 | -4
COc1cccc(C(=O)NC2CC3CCCC(C2)N3S(=O)(=O)c2ccccc2)c1 (centres undefined) | -6 | -12 | · | -0.5 | -4 | -7 | 4 | -12 | 2
O=C(NCCN1CCN(c2ccccc2F)CC1)C1c2ccccc2C(=O)N2CCc3ccccc3C12 (centres undefined) | 51 | -6 | 1 | 0.9 | -20 | 1 | -3 | -9 | 0
O=C(Cc1cccs1)Nc1ccc(Cl)cc1 | 23 | 4 | 0 | 1.7 | -10 | 0 | 11 | -14 | -1
Cc1cc(C(=O)COC(=O)CN(C)S(=O)(=O)c2ccc(Cl)cc2)c(C)n1Cc1cccs1 | -1 | -2 | 4 | 3.1 | -21 | 0 | 2 | -12 | -2
CC1CC(C)CN(S(=O)(=O)N2CCC(C(=O)NCc3ccco3)CC2)C1 (centres undefined) | 11 | 2 | 5 | 0.1 | -6 | 2 | -6 | -3 | 9
